Bioassay records from PubChem BioAssay.
UTI89 phage lysis: protection from phage-mediated lysis, alamar blue read-out – E. coli UTI89, K1F phage, bacterial capsule biogenesis inhibitors (AID 488966) | E. coli UTI89 K1F phage lysis, alamar blue, 2 h; higher % means a stronger effect | inhibition, % at 100 µM; hits with a dose series show IC50 in µM | 0.02% of 340,000 active;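 active means phage lysis inhibition, versus mean bacterial control, above a set limit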;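 further: capsule biogenesis inhibitors block K1F phage lysis so surviving cells raise fluorescence; higher fluorescence means more inhibition of phage lysis; actives were called in the ten point dose series up to 300 µM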
Large T inhibition: SV40 large T antigen inhibitors, biochemical (AID 1903); SV40 large T antigen ATPase/helicase inhibition assay; higher % means a stronger effect; inhibition, % at 20 µM; hits with a dose series show IC50 in µM; 0.39% of 310,000 active; in the data active means a potency from the dose series; further: strong numbers were not always called active
Yfh1-off respiration: mitochondrial function rescue without frataxin homolog – Friedreich's ataxia, plus single-dose screen, dose response (AID 1465). S. cerevisiae Yfh1-off respiration, WST-1 reduction, 72 h; higher fold induction means a stronger effect. fold induction at 50 µM, or EC50 in µM where a hit was titrated. 0.074% of 220,000 active;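 active means fold induction of absorbance versus untreated yeast above a set limit, then at least 30% activation at any dose in follow-up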;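 further: activators that raise dye reduction in frataxin-depleted yeast; strong numbers were not always called active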
West Nile virus CPE: inhibition of WNV-induced cytopathic effect – cell-based, CPE readout (AID 1621) | CPE inhibition, % at 10 µM, or IC50 in µM where a hit was titrated | West Nile virus-infected cells, CPE inhibition; higher % means a stronger effect | 0.02% of 290,000 active; in the data active means a potency from the dose series; further: strong numbers were not always called active
WT yeast gro inh: growth inhibition of WT yeast, mitochondrial fusion screen; 2.1% of 190,000 active; mitochondrial fusion phenotypic screen, WT strain; AID 1362; inhibition, % at 10 µM; in the data active means inhibition above about 58%; tested in S. cerevisiae
RSV CPE inhibition: inhibition of RSV-induced cytopathic effect – HEp-2 cells, primary 10 µM value included (AID 2391) | 0.13% of 310,000 active | HEp-2 cells, RSV-induced CPE inhibition; higher % means a stronger effect | one-dose CPE inhibition, % at 10 µM; IC50 in µM for titrated hits; in the data active means a potency from the dose series; further: strong numbers were not always called active
XIAP antagonists: small molecules displacing peptide from XIAP – biochemical, IAP family, fluorescence polarization (AID 1018); 0.007% of 200,000 active; XIAP BIR domain, fluorescence polarization peptide displacement; higher % means a stronger effect; one-dose displacement, % at 20 µM; IC50 in µM for titrated hits; in the data active means displacement above about 50%; further: a part of the inactive calls stands beside numbers as strong as those of hits
ER stress rescue: protection against thapsigargin-triggered cell killing – 384-well, CSM14.1, ATP luminescence, primary screen (AID 1222); CSM14.1 thapsigargin-induced death rescue, ATP luminescence; higher % means a stronger effect; one-dose cellular ATP content (survival), % at 20 µM; EC50 in µM for titrated hits; 190,000 tested, under 10 active;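 active means EC50 below 50 µM in the dose-response confirmation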;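 further: death triggered by thapsigargin at about 15 µM added after 2 h compound pretreatment; cell ATP read after overnight thapsigargin exposure of roughly 18 to 22 hours; normalized against plate controls of thapsigargin alone and 5% DMSO vehicle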
NS5 inhibitors: Dengue-2 NS5 methyltransferase inhibitors, primary screen, biochemical, confirmation dose response (AID 588689); Dengue-2 NS5 methyltransferase capping enzyme assay, biochemical; higher % means a stronger effect; inhibition, % at 25 µM; hits with a dose series show IC50 in µM; 0.3% of 340,000 active; in the data active means a potency from the dose series
WT yeast gro inh mutant strain: further read-out of WT yeast gro inh, marked with its call; inhibition, %; mitochondrial fusion phenotypic screen, mutant strain inhibition
NS5 inhibitors pilot replicate: also measured in NS5 inhibitors; calls as there; inhibition, %; measured here: pilot screen replicate inhibition
* = called active by the depositor; i = inactive; . = not tested or not shown; [ ] = another dose, or the depositor's remark.

SMILES	UTI89 phage lysis	Large T inhibition	Yfh1-off respiration	West Nile virus CPE	WT yeast gro inh	WT yeast gro inh mutant strain	RSV CPE inhibition	XIAP antagonists	ER stress rescue	NS5 inhibitors	others
O=C(CN1CCN(C(=O)c2c(F)cccc2F)CC1)Nc1ccccc1C(F)(F)F	0.3%	3%	.	-0.8%	.	.	4.3%	.	.	-3%
COc1cc(/C=C2\CCCc3c2nc2ccccc2c3C(=O)O)cc(Br)c1O	0.4%	27%	.	0.6%	.	.	2.8%	.	.	-18%
C/C(=N\NC(=O)C1CCCC1)c1ccc(Cl)cc1Cl	-0.2%	26%	.	-0.6%	.	.	0.1%	.	.	-2%
Cc1ccc(N=CC2=C(O)CC(c3cccc(Cl)c3)CC2=O)cc1 (stereo unspecified)	2.3%	2%	i	-0.8%	-4	13	1.5%	0.2%	-0.8%	4%
O=c1c2c3c(sc2nc2n1CCCC2)CCC3	-1.6%	11%	i	-0.1%	13	16	1.3%	-0.6%	-5.9%	-1%
COc1ccccc1COC(=O)Nc1c(C)nn(C)c1Cl	0.6%	12%	i	-0.1%	9	-5	-0.1%	-4.2%	1.9%	-2%
COc1ccc(NC(=O)CSc2nnnn2-c2ccccc2OC)c(OC)c1	-0.6%	11%	.	0.4%	.	.	3.8%	.	.	-9%
CC(=O)c1cccc(NC(=O)C2CCCN(S(C)(=O)=O)C2)c1 (stereo unspecified)	0.5%	8%	i	-0.2%	10	13	0.8%	-5.3%	-1.4%	1%
COc1ccccc1N1CCN(C(=O)C2CCN(C(=O)c3cccc(Cl)c3)CC2)CC1	0.1%	-3%	.	-1.2%	.	.	1.3%	.	.	-7%
COC(=O)c1ccccc1NC(=S)NC(NC(=O)c1ccco1)C(Cl)(Cl)Cl (stereo unspecified)	0.2%	-2%	i	2.2%	6	-13	-0.6%	-2.8%	6.3%	-7%
O=C(CC12CC3CC(CC(C3)C1)C2)NCC(=O)N1CCc2ccccc2C1	0.0%	11%	.	0.2%	-3	-2	-0.4%	-6.3%	-0.4%	3%
Cc1ccc2cc3cc(C(=O)N(CC(=O)NC4CCCC4)c4cccc(C)c4C)sc3nc2c1	-0.9%	6%	i	0.1%	55	10	17%	-3.8%	0.4%	-8%
O=C(OCc1nc2ccsc2c(=O)[nH]1)c1ccco1	0.2%[50 µM]	10%	.	.	.	.	-1.5%	.	.	-4%
Cc1cccn2c(=O)c3cc(C(=O)N4COCC4(C)C)n(Cc4ccccc4)c3nc12	-0.1%	7%	.	.	.	.	0.5%	.	.	-1%
CCC(C)c1ccc(NC(=S)Nc2ccc(OC)cc2)cc1 (stereo unspecified)	1.0%[50 µM]	3%	i	-1.4%	72*	38*	7.4%	-7.2%	-2.0%	-5%
Cc1ccc(S(=O)(=O)N2CCN(CC(=O)NC(=O)NCc3ccccc3)CC2)cc1C	-2.1%	13%	i	0.0%	-2	-20	0.5%	-23%	-2.0%	-2%
O=C(CN1CCN(C(=O)c2cccs2)CC1)Nc1ccc(Br)cc1	-0.1%	10%	i	-0.5%	16	11	0.8%	-4.1%	-1.2%	-3%
CCc1nc(C#N)c(N2CCCCC2)o1	3.9%	7%	i	0.7%	-7	-19	1.9%	-2.9%	-3.1%	.
COCC1CCCCN1C(=O)c1cccc(OC2CCN(C(=O)C3CC3)CC2)c1 (stereo unspecified)	0.4%	20%	.	-0.8%	.	.	-0.8%	.	.	-1%
CC1=CC2=NC(=O)CC(C)(C(=O)N(CC(=O)NC(C)(C)C)C3CCCC3)N2C=C1 (stereo unspecified)	-0.5%	-5%	i	-0.4%	0	-2	0.9%	-2.0%	-0.3%	-8%
COc1ccc(-c2nc3c(c(SCC(=O)N4CCOCC4)n2)Cc2c(CO)cnc(C)c2O3)cc1	0.3%	10%	.	2.6%	.	.	-2.6%	.	.	0%
Cc1c(C(=O)Nc2ccccn2)oc2ccccc12	2.1%	18%	i	0.2%	16	4	.	-2.6%	-4.4%	-4%
O=C1CCSc2ccc(Cl)cc2N1Cc1cccc(Cl)c1	1.8%	-1%	i	-0.3%	39	30	43µM*	-2.9%	-2.4%	-8%
O=C(NCCC1=CCCCC1)c1ccc(=O)oc1	0.6%	5%	i	-0.2%	17	13	4.3%	-1.5%	1.8%	-4%	NS5 inhibitors pilot replicate=-4.2
O=C(CC1C(=O)N(c2ccc(Cl)cc2)C(=S)N1CCc1ccncc1)Nc1ccc(F)cc1 (stereo unspecified)	2.9%	4%	i	-0.7%	0	10	3.3%	-4.5%	6.7%	2%
COC(=O)CNC(c1ccccc1)c1cc(Br)ccc1NC(=O)OCc1ccccc1 (stereo unspecified)	5.3%	14%	i	0.4%	8	-4	8.7%	-8.3%	-0.4%	-4%
CC(C)C1O/C(=N/C(=O)Nc2ccc(Cl)c(Cl)c2)NC1=O (stereo unspecified)	-0.6%	2%	i	-0.2%	76	84	17%	-6.0%	-1.9%	-10%
CC(C)CN(Cc1c(O)ccc2c3c(c(=O)oc12)CCC3)CC(C)C	0.4%	47%	i	0.1%	8	29	-0.9%	-4.3%	2.2%	2%
CN(CCOc1ccc(Cl)cc1)C(=O)CN1C(=O)NC2(CCCC2)C1=O	0.8%[50 µM]	9%	.	.	.	.	1.0%	.	.	-1%
CCCNc1ncnc2nc[nH]c12	-0.3%	5%	i	-0.1%	-3	2	1.0%	-3.6%	.	-1%
Nc1c(C(=O)Nc2ccc(Cl)cc2)sc2nc(N3CCOCC3)c3c(c12)CCCC3	0.1%	13%	.	3.0%	.	.	10%	.	.	3%
O=C(Nc1ncccc1O)c1ccc(S(=O)(=O)Nc2ccccc2)cc1	1.2%[50 µM]	14%	.	.	.	.	-2.7%	.	.	-3%
O=C(Cc1ccccc1)NNS(=O)(=O)c1ccc(F)cc1	-0.3%	5%	i	-0.5%	4	-18	-0.6%	-2.8%	0.7%	-10%
CC(C)CNC(=O)c1cc(-c2ccco2)on1	3.9%	2%	i	0.3%	-5	0	-0.6%	-6.1%	-0.9%	-2%
c1ccc(COc2ccc(CN3CCN(c4ccccn4)CC3)cc2)cc1	0.9%	12%	i	-0.1%	33	42	-0.9%	0.5%	-3.1%	0%
O=C1N/C(=C\c2ccc(N3CCOCC3)c(F)c2)C(=O)N1Cc1ccccc1	-0.8%	6%	i	-0.3%	6	8	0.9%	-0.2%	1.9%	-4%
O=C(CN1CCCCCC1)N1c2ccccc2Sc2ccc(C(F)(F)F)cc21	-0.5%	1%	i	-0.6%	13	2	2.2%	-3.6%	0.9%	-6%
Cc1ccccc1Nc1cccc2nonc12	2.3%	18%	i	-0.9%	11	28	0.7%	14%	-3.3%	-1%
CCOC(=O)c1ccccc1NC(=O)Cn1cnc2c(cnn2-c2ccc(F)cc2)c1=O	0.4%	21%	i	-0.4%	18	25	.	0.1%	-1.2%	2%
Cc1ccc(CNC(=O)c2cc(-c3ccccc3)n(Cc3cc(C)no3)n2)cc1	1.9%	7%	.	.	.	.	3.8%	.	.	-6%
O=C(CCc1nnc(-c2ccc3c(c2)OCO3)o1)NC(c1cccnc1)C(F)(F)F (stereo unspecified)	0.4%	7%	i	-1.1%	-3	9	-1.1%	-11%	-1.2%	-12%
CCc1ccccc1NC(=O)Nc1cccn(Cc2ccc(F)cc2)c1=O	0.6%	15%	i	-0.7%	14	-3	3.1%	-5.1%	5.1%	-1%
O=C(CCc1nc2ccccc2c(=O)[nH]1)Nc1nnc(SCc2ccc(Cl)cc2)s1	0.6%[50 µM]	8%	.	.	.	.	0.8%	.	.	-4%
COC(=O)C1=NN(C(=O)c2ccc(C)cc2)C(O)(c2ccc(Cl)cc2)C1 (stereo unspecified)	.	13%	i	0.1%	19	6	-0.1%	-4.6%	-1.9%	.
O=C(C1CC1)N1CCN=C1SCc1cccc(F)c1	-0.3%	7%	i	-0.2%	-5	4	1.4%	-9.1%	-2.6%	-11%
O=C(Nc1ccc([N+](=O)[O-])cc1)c1ccc(Cn2cc([N+](=O)[O-])cn2)cc1	0.2%	0%	i	-0.4%	21	2	4.5%	-6.4%	-0.6%	-7%
COc1ccc(NS(=O)(=O)c2csc(C(=O)Nc3ccccc3)c2)cc1	-0.6%	8%	i	-1.6%	0	-10	9.3%	-6.1%	-1.1%	-4%
CCCC(c1nnnn1Cc1ccc(OC)cc1)N1CCN(c2ccccc2)CC1 (stereo unspecified)	-0.5%	3%	i	-0.8%	6	-1	.	-4.0%	-0.5%	-3%
COc1cccc(C(=O)NCCS(=O)(=O)NCC2CCCO2)c1 (stereo unspecified)	0.7%[50 µM]	24%	.	.	.	.	0.0%	.	.	-7%
COc1ccc(CNC(=O)COc2ccc(S(=O)(=O)N3CCCCC3)cc2Cl)cc1	1.5%[50 µM]	13%	.	0.5%	.	.	18%	.	.	-5%
CCC(=O)N(Cc1ccco1)Cc1cc2cccc(C)c2n2nnnc12	-0.4%	-1%	i	0.0%	12	1	-1.1%	-1.3%	0.9%	-9%
CCS(=O)(=O)c1nc(S(=O)(=O)c2ccc(C)cc2)c(N2CCOCC2)s1	0.1%	15%	.	1.5%	.	.	1.1%	.	.	33%
CN1CC(=O)N(CC(=O)Nc2ccc(F)cc2)c2ccccc2C1=O	-1.4%	-3%	i	-0.2%	-10	-9	1.4%	-3.8%	-1.0%	-11%
COc1ccc(CNC(=O)C(c2ccncc2)N(C(=O)Cc2cccs2)c2cccc(C)c2)cc1 (stereo unspecified)	2.7%	6%	i	0.3%	-6	5	0.0%	-3.7%	-1.2%	-6%
Nc1nc2c(c(=O)[nH]1)CN(Cc1ccccc1)CC2	0.8%	7%	.	.	.	.	2.5%	.	.	-4%
Clc1ccccc1N=C1SCCS1	.	8%	i	-0.1%	.	.	2.4%	.	.	.
CCOc1ccc(OCCCC(=O)O)cc1	0.5%	13%	i	0.1%	10	-2	3.2%	1.6%	1.0%	-8%	NS5 inhibitors pilot replicate=-2.4
COc1ccc(CCNC(=O)CSc2nnc3ccc(-c4ccccn4)nn23)cc1	1.7%[50 µM]	20%	.	.	.	.	-1.2%	.	.	4%
Cc1ccc(OCC(=O)Nc2sc3c(c2C#N)CC(C)(C)NC3(C)C)cc1	0.1%	.	i	-0.9%	-12	-2	1.5%	-5.0%	-0.9%	-6%
COc1cc(NC(=O)C2=C(N3CCOCC3)/C(=C\c3ccc(Cl)cc3Cl)CC2)cc(OC)c1OC	0.1%	-3%	i	0.2%	11	9	5.3%	-3.1%	6.2%	2%
CCC1C(=O)NCCN1Cc1nc(-c2ccc(C)s2)oc1C (stereo unspecified)	-0.3%	18%	i	-0.1%	4	2	1.7%	-7.6%	-0.5%	-9%
